BLM helicase inh = qHTS Assay for Inhibitors of Bloom's syndrome helicase (BLM); RecQ-like DNA helicase BLM (Homo sapiens), P54132; recombinant BLM DNA unwinding, fluorescence dequenching; Potency, µM (doses to about 56.1 µM), for inactives: at the highest dose activity change, negative = inhibition, usual class: inhibitors; 0.2% of 350,000 active; AID 2528, 2010;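 note: plate controls were vehicle for no effect and no enzyme for full effect; nearly all actives have a fitted effect of over 35% in size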
HP1b chromo inh = HTS for Inhibitors of HP1-beta Chromodomain Interactions with Methylated Histone Tails; Chromobox protein homolog 1 (Homo sapiens), P83916; AlphaScreen HP1-beta / biotin-H3K9me3 peptide binding; Potency, µM (top dose mostly 114 µM), for inactives: at the top dose activity change, negative = inhibition, most hits filed as inhibitors; 0.56% of 390,000 active; AID 540317, 2011; note: nearly all actives have a fitted effect of over 70% in size; inactives centre near 23
Target sequence (P83916 whole entry, looked up): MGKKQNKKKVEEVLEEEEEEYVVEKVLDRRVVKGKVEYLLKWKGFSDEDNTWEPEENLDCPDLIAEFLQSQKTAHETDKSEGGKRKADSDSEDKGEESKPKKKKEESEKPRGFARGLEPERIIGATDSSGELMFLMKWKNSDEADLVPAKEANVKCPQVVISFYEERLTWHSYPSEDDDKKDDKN
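AlphaScreen: HP1-beta (50 nM) preformed 30 min with biotin-H3(1-18)K9me3 peptide (50 nM) in PBS pH 7.4, 0.01% Tween-20. Compound added for 30 min at RT, then streptavidin donor/nickel chelate acceptor beads (10 ug/mL) for 30 min.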
Pin1 inh = qHTS Assay to Find Inhibitors of Pin1; Peptidyl-prolyl cis-trans isomerase NIMA-interacting 1 (Homo sapiens), Q13526; Potency, µM (highest dose often 115 µM), inactives show at the highest dose activity, negative = inhibition, usual class: inhibitors; Pin1 FP peptide displacement, HiFluor488, 10 min; 0.009% of 390,000 active; active = well fitted inhibition curve with a large enough effect in the polarisation, with a control signal flat, not every such curve was filed as active; inconclusive = small, poorly fitted or top-dose-only effect, or effect the other way, or a change in a side signal; inactive = no such curve, though single readings can be large or run the other way; the % refers to the polarisation; note: % is set by controls: 0 for no effect and ±100 for the full control effect
Target sequence (Q13526 whole entry, looked up): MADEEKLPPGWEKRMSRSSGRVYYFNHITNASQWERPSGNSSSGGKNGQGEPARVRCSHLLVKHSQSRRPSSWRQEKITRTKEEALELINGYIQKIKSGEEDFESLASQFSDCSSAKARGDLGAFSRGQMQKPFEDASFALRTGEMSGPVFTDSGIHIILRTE
POLI inh = qHTS for Inhibitors of Polymerase Iota | Potency, µM (highest dose often 115 µM), without a hit: at the top dose activity, negative = inhibition, hits mostly inhibitors | Pol iota fluorescent replication assay, 10 min | DNA polymerase iota (Homo sapiens), Q9UNA4 | 1% of 390,000 active | AID 588590, 2011
Target sequence (Q9UNA4 whole entry, looked up): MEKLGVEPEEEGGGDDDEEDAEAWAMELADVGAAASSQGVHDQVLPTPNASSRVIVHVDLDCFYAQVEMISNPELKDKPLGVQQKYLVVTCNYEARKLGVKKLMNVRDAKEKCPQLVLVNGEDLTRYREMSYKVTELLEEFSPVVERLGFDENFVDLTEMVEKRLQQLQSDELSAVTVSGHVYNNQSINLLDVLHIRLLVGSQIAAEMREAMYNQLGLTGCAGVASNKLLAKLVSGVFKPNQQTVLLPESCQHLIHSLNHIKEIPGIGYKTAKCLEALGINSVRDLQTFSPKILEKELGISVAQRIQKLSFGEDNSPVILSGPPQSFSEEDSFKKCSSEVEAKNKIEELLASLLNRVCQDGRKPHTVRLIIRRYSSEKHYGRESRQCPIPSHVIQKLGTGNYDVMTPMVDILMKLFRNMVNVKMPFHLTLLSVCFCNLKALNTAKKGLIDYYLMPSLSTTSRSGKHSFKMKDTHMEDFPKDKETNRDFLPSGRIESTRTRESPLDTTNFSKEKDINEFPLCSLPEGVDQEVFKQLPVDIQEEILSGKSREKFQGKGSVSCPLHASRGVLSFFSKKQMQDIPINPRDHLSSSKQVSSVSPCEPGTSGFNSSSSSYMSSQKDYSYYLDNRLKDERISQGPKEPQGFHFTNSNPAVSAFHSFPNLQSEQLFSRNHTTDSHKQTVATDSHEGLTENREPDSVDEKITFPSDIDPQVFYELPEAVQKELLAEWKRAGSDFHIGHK
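Pol iota at 10 nM preincubated 15 min with compounds at room temperature; reaction started with fluorescent substrate, 50 nM final. Fluorescence read kinetically at 0 and 10 min; buffer-only wells as negative control.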
Tb PGK inh = qHTS Assay to Find Inhibitors of Phosphoglycerate Kinase. 0.043% of 380,000 active. AID 602233, 2012. PGK/GAPDH coupled, Kinase-Glo luminescence, 60 min. Potency, µM (doses to about 57.5 µM), for the others: top-dose activity change, negative = inhibition, hits mostly inhibitors; note: % is set by controls: 0 for no effect and ±100 for the full control effect; nearly all actives have a fitted effect of over 60% in size
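Luminescent ATP detection (Kinase-Glo Plus) follows a 60-minute room-temperature incubation, with wells lacking PGK as controls. Buffer: 100 mM TEA (pH 7.6), 5 mM MgCl2, 0.01% Tween-20. Coupling enzyme GAPDH (100 nM final) supplies unstable 1,3-BPG in-well.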
BAZ2B block = qHTS Assay for Inhibitors of BAZ2B; Bromodomain adjacent to zinc finger domain protein 2B (Homo sapiens), Q9UIF8; AlphaScreen BAZ2B-H3K14Ac peptide displacement; Potency, µM (highest dose often 114 µM), without a hit: top-dose activity change, negative = inhibition, usual class: inhibitors; 4.4% of 360,000 active; AID 504333, 2011; note: % is set by controls: 0 for no effect and ±100 for the full control effect; nearly all actives have a fitted effect of over 60% in size
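Multi-concentration screen (max 110 uM) measuring displacement of acetylated histone H3 peptide from BAZ2B by AlphaScreen, using 50 nM protein, 50 nM peptide and 10 ug/mL streptavidin donor plus Ni-chelate acceptor beads.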
JMJD2A Tudor inh = qHTS Assay for Inhibitors of JMJD2A-Tudor Domain. 4.4% of 390,000 active. AlphaScreen JMJD2A-Tudor / H3K4me3 peptide binding. Lysine-specific demethylase 4A (Homo sapiens), O75164. Potency, µM (series often up to 114 µM), for the others: at the highest dose activity change, negative = inhibition, actives largely listed as inhibitors. AID 504339, 2011; note: % is set by controls: 0 for no effect and ±100 for the full control effect; nearly all actives have a fitted effect of over 50% in size
GLS inh = qHTS for Inhibitors of Glutaminase (GLS); Glutaminase kidney isoform, mitochondrial (Homo sapiens), O94925; GLS enzymatic activity, qHTS titration; Potency, µM (titrated, usually from 45.5 µM), for inactives: at the highest dose activity change, negative = inhibition, most hits filed as inhibitors; 0.21% of 410,000 active; AID 624170, 2012; note: % is set by controls: 0 for no effect and ±100 for the full control effect
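Compounds were pin-transferred onto hKGA, after which L-glutamine (1 mM solution) and a detection mix of glutamate oxidase, HRP and Amplex Red were added. Initial and 30 min RT fluorescence reads were collected.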
G9a block = qHTS Assay for Inhibitors of Histone Lysine Methyltransferase G9a. Potency, µM (series often up to 102 µM), for inactives: top-dose activity, negative = inhibition, usual class: inhibitors. AID 504332, 2011. 8.8% of 350,000 active. G9a H3K9 monomethylation, AlphaScreen, 2 h. Histone-lysine N-methyltransferase EHMT2 (Homo sapiens), Q96KQ7; note: % is set by controls: 0 for no effect and ±100 for the full control effect; nearly all actives have a fitted effect of over 75% in size
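Compounds were preincubated with 20 nM G9a for 15 min, after which biotinylated H3K9 peptide (500 nM) and SAM (20 uM) started a 2 h room-temperature reaction. Monomethylated product was quantified by antibody-based AlphaScreen chemiluminescence.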
* = called active by the depositor; & = joins results of further samples; [ ] = remark or other dose. Unless noted, calls come from the whole dose curve; as a rule, active = well fitted curve in the direction sought with a large enough effect; inconclusive = small, poorly fitted or top-dose-only effect, or another doubt; inactive = no such curve, though single readings can be large; an effect the other way counts as inactive or inconclusive. Potency is the fitted concentration of half-maximal effect. An excerpt; the hit share may differ from the screen's.

How did O=C(COC(=O)c1ccc2ncsc2c1)NC(=O)NCc1ccccc1 do in these assays?
BLM helicase inh: -11.9%; HP1b chromo inh: 2.0%; Pin1 inh: 0.8%; POLI inh: 25.2%; Tb PGK inh: -4.8%; BAZ2B block: -18.8%; JMJD2A Tudor inh: -15.9%; GLS inh: inconclusive; G9a block: -7.8%

Results for COc1ccc(OC)c(-c2cn(S(=O)(=O)c3ccccc3)nc2N)c1 ?
BLM helicase inh: -5.2%; HP1b chromo inh: -7.2%; Pin1 inh: -0.5%; POLI inh: -6.0%; Tb PGK inh: -8.9%; BAZ2B block: -2.5%; JMJD2A Tudor inh: -21.9%; GLS inh: 13.4%; G9a block: 5.9%[12.7 µM]

Results for O=[N+]([O-])c1ccc(CP(=O)(c2ccccc2)c2ccccc2)cc1 ?
BLM helicase inh: -0.2%; HP1b chromo inh: 27.5%; Pin1 inh: -1.7%; POLI inh: 5.2%; Tb PGK inh: 3.5%; BAZ2B block: -25.3%; JMJD2A Tudor inh: -4.7%; GLS inh: 3.2%; G9a block: -0.2%

How did Cc1cc(OCC(O)CN2CCN(CCO)CC2)ccc1C(C)C (stereo unspecified) do in these assays?
BLM helicase inh: 2.9%; HP1b chromo inh: 24.3%; Pin1 inh: -9.0%; POLI inh: -13.8%; Tb PGK inh: 2.6%; BAZ2B block: inconclusive; JMJD2A Tudor inh: -3.0%; GLS inh: inconclusive; G9a block: 6.3%[12.7 µM]

Results for NC1=NC[C@@H](Cc2ccc(O)cc2)N1CC1CCCCC1 ?
BLM helicase inh: 1.3%; HP1b chromo inh: 22.6%; Pin1 inh: 1.3%; POLI inh: -13.3%; Tb PGK inh: -16.7%; BAZ2B block: -0.9%; JMJD2A Tudor inh: -2.8%; GLS inh: 6.4%; G9a block: -43.9%[12.7 µM]

How did Nn1c(SCC(=O)Nc2cc(C(F)(F)F)ccc2Cl)nncc1=O do in these assays?
BLM helicase inh: -1.1%; HP1b chromo inh: 20.6%; Pin1 inh: -1.3%; POLI inh: 79.4µM*; Tb PGK inh: inconclusive; BAZ2B block: -4.3%; JMJD2A Tudor inh: -28.7%; GLS inh: 1.2%

What do the screens show for `O=C(NC1CC(=O)N(c2cccc(F)c2)C1)C(c1ccccc1)c1ccccc1` (stereo unspecified)?
BLM helicase inh: -5.2%; HP1b chromo inh: 37.1%; Pin1 inh: 0.2%; POLI inh: 33.6%[activator]; Tb PGK inh: 8.1%; BAZ2B block: 3.3%; JMJD2A Tudor inh: 1.0%; GLS inh: 0.5%; G9a block: 1.2%[59 µM]

What do the screens show for `Cc1ccc(NC(=O)CCC(=O)NNC(=O)NC2CCCCC2)c(C)c1`?
BLM helicase inh: 0.3%; HP1b chromo inh: 22.3%; Pin1 inh: 0.3%; POLI inh: 19.1%; Tb PGK inh: -1.0%; BAZ2B block: -2.0%; JMJD2A Tudor inh: -13.5%; GLS inh: 8.1%; G9a block: -26.4%[12.7 µM]

What do the screens show for `CCOC(=O)[C@H]1[C@H]2COc3ccc(C)cc3[C@@H]2N2C(=O)c3ccccc3NC(=O)[C@@]12C`?
HP1b chromo inh: 22.5%; Pin1 inh: -6.6%; POLI inh: 16.8%; Tb PGK inh: -5.4%; BAZ2B block: -4.2%; JMJD2A Tudor inh: -6.2%; GLS inh: 0.9%; G9a block: 0.1%[2.33 µM]

Results for COc1ccc(Oc2nc3ccccc3n(C)c2=O)cc1 ?
BLM helicase inh: -2.3%; HP1b chromo inh: 15.4%; Pin1 inh: -6.8%; POLI inh: -4.2%; Tb PGK inh: -9.1%; BAZ2B block: -3.1%; JMJD2A Tudor inh: -10.4%; GLS inh: -12.2%; G9a block: 2.4%

Results for COc1ccccc1CC(=O)N(CCC#N)CCC#N ?
BLM helicase inh: -9.5%; HP1b chromo inh: -8.4%; Pin1 inh: 1.5%; POLI inh: -9.4%; Tb PGK inh: -7.5%; BAZ2B block: 8.8%; JMJD2A Tudor inh: inconclusive; GLS inh: -10.1%; G9a block: 10.3%[59 µM]

Results for COc1ccccc1C(=O)NNC(=O)CCC(=O)NCc1ccccc1 ?
BLM helicase inh: -0.7%; HP1b chromo inh: 17.0%; Pin1 inh: 0.9%; POLI inh: 22.3%; Tb PGK inh: -1.9%; BAZ2B block: 4.8%; JMJD2A Tudor inh: -13.0%; GLS inh: 1.8%; G9a block: 8.6%

Results for COc1ccc(C/C(C)=N/NC(=O)c2ccc(Cl)cc2)cc1 ?
BLM helicase inh: -7.2%; HP1b chromo inh: 31.6%; Pin1 inh: 1.1%; POLI inh: 49.8%[activator]; Tb PGK inh: 2.7%; JMJD2A Tudor inh: -4.5%; GLS inh: 2.9%; G9a block: 29.0%

How did COc1ccc(NS(=O)(=O)c2cc([N+](=O)[O-])ccc2NN=Cc2ccccc2OCC(=O)O)cc1 do in these assays?
HP1b chromo inh: 23.0%; Pin1 inh: -8.8%; POLI inh: inconclusive; Tb PGK inh: -11.0%; JMJD2A Tudor inh: inconclusive; GLS inh: 27.7%

How did CCOc1ccc(/C=C/c2nc(C#N)c(N3CCN(c4ccc(OC)cc4)CC3)o2)cc1 do in these assays?
BLM helicase inh: 1.9%; HP1b chromo inh: -14.9%; Pin1 inh: 3.4%; POLI inh: 19.3%; Tb PGK inh: -1.3%; BAZ2B block: -2.5%; JMJD2A Tudor inh: -20.1%; GLS inh: 0.2%; G9a block: -1.0%[59 µM]

Results for O=S1(=O)CCOC[C@H](CC2CCCCC2)N1Cc1cccc(Cl)c1 ?
BLM helicase inh: -14.9%; HP1b chromo inh: 42.7%[activator]; Pin1 inh: 0.7%; POLI inh: -26.7%&18.2%; Tb PGK inh: -3.2%; BAZ2B block: -2.6%; JMJD2A Tudor inh: -1.4%; GLS inh: -2.2%; G9a block: 67.0%[activator]

What do the screens show for `Cc1ccc(CCC(=O)Nc2cc(Cl)ccc2Cl)o1`?
BLM helicase inh: -1.1%; HP1b chromo inh: 31.2%; Pin1 inh: -0.6%; POLI inh: 8.1%; Tb PGK inh: inactive; BAZ2B block: 0.3%; JMJD2A Tudor inh: -8.2%; GLS inh: -17.8%; G9a block: -1.3%

Results for O=C1CC(CC(=O)N/N=C/c2ccccc2[N+](=O)[O-])=NN1 ?
BLM helicase inh: 1.4%; HP1b chromo inh: 22.9%; Pin1 inh: 0.9%; POLI inh: inconclusive; Tb PGK inh: -8.1%; BAZ2B block: -12.5%; JMJD2A Tudor inh: -13.2%; GLS inh: 18.1%; G9a block: -10.3%

How did CCOC(=O)C1=C(O)C(=O)N(c2ccc(S(N)(=O)=O)cc2)C1c1ccc([N+](=O)[O-])cc1 (stereo unspecified) do in these assays?
BLM helicase inh: -1.9%; HP1b chromo inh: 13.8%; Pin1 inh: -2.8%; POLI inh: -18.1%; Tb PGK inh: -5.5%; BAZ2B block: -13.1%; JMJD2A Tudor inh: -25.0%[11.4 µM]; GLS inh: 20.5%; G9a block: inconclusive

How did CCc1ccc(-n2c(=O)c3cccnc3n2CC(=O)NCc2ccccc2)cc1 do in these assays?
BLM helicase inh: -7.9%; HP1b chromo inh: 55.3%[activator]; Pin1 inh: inconclusive; POLI inh: 21.5%; Tb PGK inh: inactive; BAZ2B block: 6.3%; JMJD2A Tudor inh: 0.0%; GLS inh: 3.5%; G9a block: 1.9%[59 µM]

What do the screens show for `CCN(c1ccccc1)S(=O)(=O)c1ccc(OCc2c(C)noc2C)cc1`?
BLM helicase inh: -8.8%; HP1b chromo inh: 22.6%; Pin1 inh: 8.3%; POLI inh: -7.5%; Tb PGK inh: inactive; BAZ2B block: 10.6%; JMJD2A Tudor inh: -5.6%; GLS inh: -9.8%; G9a block: 11.9%[12.7 µM]

Results for O=C(O)c1ccccc1C(=O)Nc1ccc(-n2nc(C(F)(F)F)cc2C(F)(F)F)cc1 ?
BLM helicase inh: -8.6%; HP1b chromo inh: 16.0%; Pin1 inh: -26.4%; POLI inh: 23.9%; Tb PGK inh: -8.3%; BAZ2B block: -2.7%; JMJD2A Tudor inh: -10.1%; GLS inh: 4.3%; G9a block: 3.1%

How did O=C(N/N=C/c1cc(Br)ccc1O)Nc1ccccc1 do in these assays?
BLM helicase inh: -2.8%; HP1b chromo inh: 20.8%; Pin1 inh: 7.9%; POLI inh: 83.5%[activator]; Tb PGK inh: -4.3%; BAZ2B block: -3.0%; JMJD2A Tudor inh: -30.0%; GLS inh: -3.6%; G9a block: 0.6%[59 µM]

How did COc1ccc2c(Sc3ccccc3)c(C(=O)NCCc3ccc(Cl)cc3)[nH]c2c1 do in these assays?
BLM helicase inh: -0.5%; HP1b chromo inh: 43.2%; Pin1 inh: 2.1%; POLI inh: 22.8%; Tb PGK inh: -0.9%; BAZ2B block: -2.2%; JMJD2A Tudor inh: -21.2%; GLS inh: 7.9%; G9a block: inconclusive

What do the screens show for `O=C1CCC[C@H]2c3[nH]c4ccccc4c3CCN12`?
HP1b chromo inh: 1.7%; Pin1 inh: -12.1%; POLI inh: -5.3%; Tb PGK inh: inactive; JMJD2A Tudor inh: -17.7%; GLS inh: 7.2%

What do the screens show for `CC(C)Cn1c(N)c(C(=O)CSc2ccccc2)c(=O)n(C)c1=O`?
BLM helicase inh: -0.8%; HP1b chromo inh: 31.7%; Pin1 inh: 1.5%; POLI inh: inconclusive; Tb PGK inh: 1.6%; BAZ2B block: 4.2%; JMJD2A Tudor inh: -3.4%; GLS inh: 1.6%; G9a block: 22.7%[59 µM]

Bioassay records as filed in PubChem BioAssay.
